Tau fil binding = qHTS Assay for Tau Filament Binding. Microtubule-associated protein tau (Homo sapiens), P10636. recombinant tau filaments, thioflavin S fluorescence, 15 h; filaments grown with octadecylsulfate alongside compound. Potency, µM (titrated, usually from 57.1 µM), for inactives: top-dose activity change, negative = inhibition. 71,000 tested, 2% active;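 note: potency is the fitted concentration of half-maximal effect; % is set by controls: 0 for no effect and ±100 for the full control effect; actives lower thioflavin S fluorescence by blocking filaments or displacing dye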
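Tau 2 uM in ThS buffer dispensed; compound added; 60 uM ODS added (finals 1 uM tau, 30 uM ODS); 15 h 37 C; fluor ex450/em510.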
TexasRed autofl = qHTS Assay for Spectroscopic Profiling in Texas Red Spectral Region. Compound fluorescence, Texas Red channel, 547/618 nm; stronger effect = higher value. max dye-equivalent concentration, M. 59,000 tested, 0.06% active; in the data active = max dye-equivalent concentration above about 10 nM; inconclusive = between about 1.1 nM and that limit
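Spectral interference profiling: each compound concentration's relative fluorescence, read with a 547 nm excitation and 618 nm emission filter pair, was normalized to a per-plate Texas Red standard curve.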
Hsp90 Hop PPI = qHTS Assay for Disrupters of an Hsp90 Co-Chaperone Interaction | Potency, µM (titrated, usually from 57 µM), without a hit: at the highest dose activity change, negative = inhibition | AlphaScreen TPR2A-His6 binding biotin-Hsp90 C-terminal peptide | Hsp90 C-terminal peptide / TPR2A (Hop) interaction, human | 71,000 tested, 0.44% active; active = well fitted curve in either direction with a large enough effect; inconclusive = small, poorly fitted or top-dose-only effect, or another doubt; note: potency is the fitted concentration of half-maximal effect; % is set by controls: 0 for no effect and ±100 for the full control effect; many of its hits are not listed in these tables
ERK AVP inh = qHTS Assay for Inhibitors of the ERK Signaling Pathway using a Homogeneous Screening Assay; HEK293-V1b, vasopressin-stimulated pERK AlphaScreen; Potency, µM (highest dose often 57.5 µM), for the others: at the top dose activity, negative = inhibition, usual class: inhibitors; 72,000 tested, 0.99% active; AID 995, 2007; note: potency is the fitted concentration of half-maximal effect; % is set by controls: 0 for no effect and ±100 for the full control effect; nearly all actives have a fitted effect of over 55% in size
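V1b-HEK293 cells; cpd 30 min 37C; 25 nM vasopressin 5 min; lyse 10 min; AlphaScreen beads 5 hr RT. Normalized to DMSO basal and 25 nM vasopressin; AC50 by Hill fit.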
Rhodamine autofl = qHTS Assay for Spectroscopic Profiling in Rhodamine Spectral Region | Rhodamine-region fluorescence, 547/598 nm, Tris buffer; stronger effect = higher value | AID 594, 2007 | max dye-equivalent concentration, M | 59,000 tested, 0.05% active; in the data active = max dye-equivalent concentration above about 11 nM; inconclusive = between about 1.1 nM and that limit
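Compound fluorescence in 100 mM Tris, pH 8.0, read after 15 min at room temperature with 547 nm excitation and 598 nm emission. Output is dye-equivalent concentration from an on-plate rhodamine standard series.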
ALOX15 inhib = qHTS Assay for Inhibitors of 15-hLO (15-human lipoxygenase). purified 15hLO-1, xylenol orange hydroperoxide absorbance. AID 887, 2007. Potency, µM (titrated, usually from 57.1 µM), inactives show top-dose activity change, negative = inhibition, actives largely listed as inhibitors. 74,000 tested, 1.4% active. Polyunsaturated fatty acid lipoxygenase ALOX15 (Homo sapiens), P16050; note: potency is the fitted concentration of half-maximal effect; % is set by controls: 0 for no effect and ±100 for the full control effect; nearly all actives have a fitted effect of over 55% in size
Target sequence (P16050 whole entry, looked up): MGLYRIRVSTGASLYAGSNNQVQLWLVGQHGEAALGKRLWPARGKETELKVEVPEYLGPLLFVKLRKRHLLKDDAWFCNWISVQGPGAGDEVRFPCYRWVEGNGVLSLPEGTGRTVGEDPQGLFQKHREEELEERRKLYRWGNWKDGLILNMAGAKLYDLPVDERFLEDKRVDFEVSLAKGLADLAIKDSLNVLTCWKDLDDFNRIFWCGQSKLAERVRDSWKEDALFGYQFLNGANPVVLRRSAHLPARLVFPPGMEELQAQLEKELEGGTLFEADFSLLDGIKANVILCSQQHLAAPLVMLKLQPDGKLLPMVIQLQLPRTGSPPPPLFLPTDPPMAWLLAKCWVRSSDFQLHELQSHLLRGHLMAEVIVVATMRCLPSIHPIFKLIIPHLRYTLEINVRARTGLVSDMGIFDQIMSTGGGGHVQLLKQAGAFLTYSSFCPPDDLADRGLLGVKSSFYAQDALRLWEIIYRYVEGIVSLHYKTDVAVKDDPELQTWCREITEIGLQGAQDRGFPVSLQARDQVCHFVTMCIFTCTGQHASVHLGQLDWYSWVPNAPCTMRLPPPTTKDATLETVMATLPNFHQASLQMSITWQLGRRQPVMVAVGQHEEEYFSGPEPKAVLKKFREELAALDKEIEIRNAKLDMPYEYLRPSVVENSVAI
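Readout: Fe(III)-xylenol orange absorbance, 573-to-405 nm ratio as reaction progress. Enzyme 40 nM purified human 15hLO-1, substrate 50 uM arachidonic acid, 6 min RT after 15 min compound preincubation; Hepes pH 7.5 buffer with Triton X-100.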
Luciferase inh = qHTS Assay for Inhibitors of Firefly Luciferase; Luciferin 4-monooxygenase (Photinus pyralis), P08659; purified firefly luciferase, luminescence, 8 min; Potency, µM (titrated, usually from 57.1 µM), without a hit: top-dose activity change, negative = inhibition, most hits filed as inhibitors; 72,000 tested, 2.2% active; note: potency is the fitted concentration of half-maximal effect; % is set by controls: 0 for no effect and ±100 for the full control effect; nearly all actives have a fitted effect of over 40% in size
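Compounds were tested as concentration series (qHTS) against purified P. pyralis luciferase with luciferin and 10 uM ATP in 50 mM imidazole pH 7.2, 50 mM KCl, 7 mM MgCl2, 0.01% Tween 20, 0.05% BSA. Luminescence was read after 8 min at ambient temperature.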
HBB splice mod = qHTS Assay for Modulators of Hemoglobin Beta Chain Splicing; HBB splicing reporter cell assay, activation; EGFP reporter with mutant IVS2-654 intron; response scale: normalised to 500 nM splice-correcting PNA; Potency, µM (titrated, usually from 46.1 µM), for inactives: at the highest dose activation, hits mostly activators; 65,000 tested, 0.06% active; note: potency is the fitted concentration of half-maximal effect; 0% is about no effect
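Compounds were applied for 2 days to HeLa EGFP-654 cells, 500/well in Optimem with 2% FCS. The reporter's EGFP is disrupted by mis-splicing of beta-globin intron IVS2-654. Readout: summed well GFP fluorescence from 488 nm laser scanning; reference was 500 nM antisense […] 654 PNA.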
HADH2 inhib = qHTS Assay for Inhibitors of HADH2 (Hydroxyacyl-Coenzyme A Dehydrogenase, Type II); recombinant HADH2, NADH fluorescence, beta-hydroxybutyryl-CoA; 73,000 tested, 3.4% active; 3-hydroxyacyl-CoA dehydrogenase type-2 (Homo sapiens), Q99714; AID 886, 2007; Potency, µM (series often up to 57.1 µM), inactives show at the highest dose activity change, negative = inhibition, actives largely listed as inhibitors; note: potency is the fitted concentration of half-maximal effect; % is set by controls: 0 for no effect and ±100 for the full control effect; nearly all actives have a fitted effect of over 60% in size; many of its hits are not listed in these tables
Target sequence (Q99714 whole entry, looked up, one chain of several): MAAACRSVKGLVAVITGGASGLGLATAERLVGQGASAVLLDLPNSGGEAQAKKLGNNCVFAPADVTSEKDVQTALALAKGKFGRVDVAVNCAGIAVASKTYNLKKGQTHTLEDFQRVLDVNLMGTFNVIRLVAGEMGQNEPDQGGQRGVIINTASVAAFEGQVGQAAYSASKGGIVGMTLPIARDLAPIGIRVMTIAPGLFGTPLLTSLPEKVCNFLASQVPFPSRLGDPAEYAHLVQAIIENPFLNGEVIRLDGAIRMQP
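Read-out: 360 nm excitation, 450 nm emission, kinetic over 4 min. Conditions: His-tagged human HADH2 20 nM, pH 9.0 Tris with Tween-20, 1 mM NAD+, 90 uM beta-hydroxybutyryl-CoA.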
Pol III holo inh = qHTS Assay for Inhibitors of DNA Polymerase III Holoenzyme System | reconstituted DNA polymerase III holoenzyme replication, biochemical | Potency, µM (doses to about 57.1 µM), for inactives: at the top dose activity change, negative = inhibition | 71,000 tested, 0.25% active | AID 603, 2007; note: potency is the fitted concentration of half-maximal effect; % is set by controls: 0 for no effect and ±100 for the full control effect
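Reconstituted *E. coli* holoenzyme (0.35 nM Pol III, 1 nM beta, 154 nM SSB, 2 nM primase) was preincubated with compound for 15 min at RT. Synthesis on 1.4 nM ssM13Gori ran 35 min, then was stopped with PicoGreen/EDTA and read as dsDNA fluorescence.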
CRE-bla Fsk = Cell signaling CRE-BLA (Fsk stim). Potency, µM (titrated, usually from 38.2 µM), for the others: top-dose activity change, negative = inhibition, hits mostly activators. 71,000 tested, 2.5% active. CHO CRE-bla reporter (cAMP response element driving beta-lactamase), forskolin EC10, beta-lactamase ratio; active = well fitted activation curve with a large enough effect in the signal ratio, with a control signal flat, not every such curve was filed as active; inconclusive = small, poorly fitted or top-dose-only effect, or effect the other way, or a change in a side signal; the % refers to the signal ratio; note: potency is the fitted concentration of half-maximal effect; % of control where 0% means no effect
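CHO CRE-bla cells, overnight plating in Opti-MEM with 0.5% dialyzed FBS; cpd titration + EC10 NKH 477, 3 h 37 °C; CCF4 2 h RT; ex 405/em 460 vs 530 ratio → %Activity, AC50.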
* marks the source's active call; other numbers are inactive results; i = inactive; ? = inconclusive; · = no result given; [ ] = another dose, or the depositor's remark. Unless noted, calls come from the whole dose curve; as a rule, active = well fitted curve in the direction sought with a large enough effect; inconclusive = small, poorly fitted or top-dose-only effect, or another doubt; inactive = no such curve, though single readings can be large; an effect the other way counts as inactive or inconclusive. A portion of the library; the hit share may differ from the screen's.

Values run as follows: HADH2 inhib	Rhodamine autofl	Luciferase inh	TexasRed autofl	ALOX15 inhib	CRE-bla Fsk	Pol III holo inh	HBB splice mod	Hsp90 Hop PPI	Tau fil binding	ERK AVP inh
COC(=O)c1ccc(NS(=O)(=O)c2cc(C)ccc2OC)cc1
 : -20%	i	3%	i	3%	-3%	-5%	-1.1%	1%	89%	-5%
CCCCc1ccc(-c2nc(-c3ccncc3)no2)cc1
 : -1%[11.4 µM]	·	-14%	·	1%[11.4 µM]	?	-8%[11.4 µM]	2.4%[0.0738 µM]	19%[11 µM]	131%[11.4 µM]	3%
COCc1cc(=O)n2[nH]c(C)nc2n1
 : 10%	i	2%	i	5%	5%	-2%	-2.2%[57.5 µM]	-3%	7%	0%
O=C(Nc1ccncc1)c1c(F)cccc1F
 : -4%	i	-1%	i	6%	?	3%	2.1%	-2%	8%	2%
COCCn1c(=O)cnc2cnc(Nc3ccccc3)nc21
 : -6%	i	1%[11.4 µM]	i	5%	?	10%	3.4%	-3%	-4%	?
CS(=O)(=O)N1CCC2(CCCN(c3ccccn3)C2)CC1
 : -17%	i	-1%[11.4 µM]	i	4%	-3%	-8%	1.1%	0%	9%	10%
COc1ccc(CNC(=O)C2CCN(S(=O)(=O)c3cccc4cccnc34)CC2)cc1
 : -4%	·	2%	·	-3%	-8%	-3%	0.3%	1%	-2%	?
COc1cccc(-c2nccc(-n3ccnc3)n2)c1
 : 0%	i	-4%[2.29 µM]	i	-6%	?	7%	0.5%	-3%	6%	?
Cc1c(C(=O)NCc2cccs2)oc2ccc(S(=O)(=O)N3CCOCC3)cc12
 : 2%	i	-1%	i	-5%	0%	-2%	-0.2%	0%	60%	-15%
COc1ccc(C2C3=C(CC(C)(C)CC3=O)Oc3ncn4nc(-c5cccnc5)nc4c32)cc1 (stereo not given)
 : -2%	i	1%	?	2%	-22%	14%	-0.2%	-2%	-5%	-5%
CCCc1ccc2c(N)c(C#N)sc2n1
 : -2%	·	-29%	·	-8%	10µM*	1%	-0.4%	8%	-5%	-25%
CC(=O)c1c(C)[nH]c(C(=O)NCCC2=CCCCC2)c1C
 : -5%	i	-14%	?	-13%	?	0%	-1.1%	3%	4%	20%
CCN1CCN(c2cc(=O)n(-c3cc(Cl)ccc3C)c(=O)[nH]2)CC1
 : -19%	i	1%	i	23%	?	2%	-6.7%	-5%	6%	13%
COc1ccc(-n2c(COc3ccccc3)nnc2SCC(N)=O)cc1
 : 5%	i	4%	i	-4%	-15%	-4%	1.4%	2%	-1%	-6%
Cc1ccc(S(=O)(=O)Cn2nnnc2CN2CCCC3(CCCCC3)C2)cc1
 : -15%	i	0%	i	-14%	23%	0%	0.0%[57.5 µM]	19%	2%	-9%
CCCc1nnc2n1N=C(c1ccc(-c3cc(Cl)ccc3Cl)o1)CS2
 : 1%	i	1%	i	?	10%	-5%	-3.3%	-8%	-12%	0%
C=CCNc1ncnc2c1[nH]c1ccc(C)cc12
 : -3%	i	10µM*	i	9%	14%	-7%	-2.7%[57.5 µM]	0%	74%	32µM*
O=C(Nc1cccnc1)c1cccc(NC(=O)c2ccco2)c1
 : -5%	·	-23%	·	-7%	5%	-6%	-0.8%[9.22 µM]	0%	13%	-10%
O=C(CCNC(=O)c1ccc(Br)o1)NCc1ccccc1Cl
 : -3%	i	1%	i	-3%	-24%	-13%	1.4%[0.369 µM]	-1%	-2%	-26%
CCn1c(=O)c(C(=O)CN2CCCc3ccccc32)c(N)n(Cc2ccccc2)c1=O
 : -25%	i	0%	i	-26%	?	6%	0.2%[57.5 µM]	-24%	25µM*	-20%
c1ccc(OCc2nn3c(-c4ccncc4)nnc3s2)cc1
 : -2%	i	0%	i	0%	5%	-3%	0.0%[57.5 µM]	-1%	6%	2%
[N-]=[N+]=NC[C@@H]1O[C@@H](n2cnc3c(N)ncnc32)[C@@H]2O[C@@H]21
 : 7%[11.4 µM]	i	2%[11.4 µM]	i	8%[11.4 µM]	9%[7.6 µM]	-6%[11.4 µM]	1.7%[9.22 µM]	3%[11 µM]	-4%[11.4 µM]	-18%[11.5 µM]
COC(=O)C(C(=O)Nc1ccc(OC)cc1)C1CCCCCC1 (stereo not given)
 : 13%	i	0%	i	-2%	4%	-3%	0.0%	0%	3%	-3%
O=C(c1ccco1)N1CCN(C(c2cccs2)c2nnnn2C2CCCCC2)CC1 (stereo not given)
 : -3%	i	1%	i	2%	-5%	1%	-3.5%	-1%	-4%	1%
O=c1nc(N2CCCCC2)nc2n1CCO2
 : 0%	i	-1%	?	11%	11%	-5%	-1.1%	-4%	1%	3%
COc1ccccc1C1NC(=O)NC(C)=C1C(=O)Nc1cccc(C)c1C (stereo not given)
 : ?	·	0%	·	-17%	-10%	0%	-0.3%	-2%	6%	·
Cn1c(C(=O)Nc2ccc3c(c2)OCO3)cc2c(=O)n(C)c3ccccc3c21
 : 25%	·	1%	·	?	1.6µM*	-4%	0.2%	-2%[2.3 µM]	284%	?
CCOC(=O)N1CCN(C(=O)c2cc(-n3cnnc3)ccc2Cl)CC1
 : 4%	i	2%	i	-2%	-3%	1%	2.9%	-2%	3%	-7%
Cc1nc(NCc2ccccc2)c2nc(-c3ccccc3)n(CC3CCN(C)CC3)c2n1
 : 9%	·	·	·	1%	-4%	2%	0.2%	-4%	6%	9%
Cc1cccc(C)c1NC1=NC(C)(C)N=C(N)N1
 : -4%	i	5%	i	5%	-1%	-6%	·	-5%	-1%	15%
CC(C)Cn1c(N)c(C(=O)COC(=O)c2ccncc2)c(=O)n(C)c1=O
 : 8%	i	2%	i	8%	4%	-4%	-0.1%[57.5 µM]	-4%	-20%	-22%
CN1C(=O)CSc2ccc(NC(=O)NCc3ccco3)cc21
 : 1%	i	-4%	i	-18%	?	4%	-1.2%	-3%	-16%	23%
Cc1c(-n2cc(C(=O)c3ccccc3O)cc(C#N)c2=O)c(=O)n(-c2ccccc2)n1C
 : -3%	i	-1%	i	1%	-14%	-3%	0.1%[57.5 µM]	-1%	93%	?
Cc1cc(C)n(CC(=O)NCc2cc(-c3nn(C)c(=O)c4ccccc34)ccc2C)n1
 : 14%	i	2%	i	?	?	-14%	-1.5%	-2%	58%	-3%
O=C(c1ccccc1)c1c[nH]c2cc3c(cc2c1=O)OCCO3
 : 10%	i	-8%	i	2%	?	-6%	-0.6%	0%	0%	17%
CCCCCCOc1ccc(C(CC(=O)O)C(N)=O)cc1 (stereo not given)
 : -1%	i	1%	i	9%	2%	-2%	-0.4%[57.5 µM]	0%	-6%	-2%
CN(Cc1ccccc1)Cc1nc2c(c(=O)n(C)c(=O)n2C)n1Cc1ccc(F)cc1
 : 13%	i	2%	i	-18%	?	0%	-4.3%[57.5 µM]	-2%	19%	-1%
COc1cccc(C(=O)N2CCN(c3ncccn3)CC2)c1
 : -5%	i	0%	?	9%	8%	1%	-1.5%	-24%	7%	18%
CC(=O)c1ccc(O)c(CN(C2CCCCC2)C2CCCCC2)c1O
 : -2%[11.4 µM]	i	0%[11.4 µM]	i	-10%[11.4 µM]	-9%[7.6 µM]	-15%[11.4 µM]	0.0%[9.22 µM]	-2%[11 µM]	4%[11.4 µM]	-16%[11.5 µM]
COc1cccc(NS(=O)(=O)c2ccc(NC(C)=O)cc2)c1
 : 0%	i	2%	?	6%	-5%	-9%	0.3%	0%	-5%	2%
COc1ccc(COn2c(=O)c(C)[n+]([O-])c3ccccc32)cc1OC
 : -1%	i	1%	i	7%	10µM*	-3%	?	-6%	-6%	?
COc1cccc(CNc2ccc3c(c2)ncn3C(C)C)c1OC
 : -16%	·	13µM*	·	13%	12%	-6%	-0.8%	-17%	-3%	·

High-throughput results from PubChem.
